Screens deposited in PubChem by Southern Research Specialized Biocontainment Screening Center.
UTI89 phage lysis: protection from phage-mediated lysis, alamar blue read-out – E. coli UTI89, K1F phage, bacterial capsule biogenesis inhibitors (AID 488966). E. coli UTI89 K1F phage lysis, alamar blue, 2 h; higher % means a stronger effect. 0.02% of 340,000 active. one-dose inhibition, % at 100 µM; IC50 in µM for titrated hits;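 active = phage lysis inhibition, versus mean bacterial control, above a set limit; inconclusive = no clear call, values can overlap the other calls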;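 note: capsule biogenesis inhibitors block K1F phage lysis so surviving cells raise fluorescence; higher fluorescence means more inhibition of phage lysis; actives were called in the ten point dose series up to 300 µM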
Active calls of the source: *; ? = inconclusive; [ ] = dose if it differs, or a comment. The list is partial, so the mix of outcomes need not match the whole.

SMILES	UTI89 phage lysis
O=C(CN1C(=O)NC(Cc2c[nH]c3ccccc23)C1=O)NCCc1ccc(F)cc1 (stereo not given)	0.1%
Cc1ccc(S(=O)(=O)N(Cc2ccccc2)C(C)C)cc1	-0.2%
COC(=O)COc1ccc2c(=O)c(Oc3ccccc3Br)coc2c1	0.1%
CC(C)c1ccc(NC(=O)C2CCN(S(=O)(=O)c3ccc4c(c3)C(C)(C)C(=O)N4C)CC2)cc1	0.5%
C=CCn1c(CSc2ccccc2[N+](=O)[O-])n[nH]c1=S	1.1%
COC(=O)c1ccc(OC(=O)c2ccncc2)cc1O	0.4%
c1ccc2c(c1)Cc1ccccc1O2	-4.6%
Nc1nc(N)c(N=Nc2ccccc2)c(=O)[nH]1	-0.3%
Cc1ccc(NC(=O)c2cc(CC(C)C)nc3ccccc23)cc1	0.1%
O=C(CNC(=O)c1ccc(N2CCCC2=O)cc1)Nc1ccc(F)c(F)c1F	0.2%
O=C(Nc1cccnc1)c1cccc(S(=O)(=O)Nc2cccc(Cl)c2)c1	-0.3%[50 µM]
O=C(COC(=O)C1=COCCO1)Nc1ccc(F)cc1	1.4%[50 µM]
CCc1noc(C)c1C(=O)NCCN1C(=O)S/C(=C\c2ccc(OC)cc2)C1=O	2.0%[50 µM]
CC(C)(C)c1ccc(/C=N/NC(=O)C2CCCC2)cc1	-0.1%
Cc1ccc(C)c(NC(=O)c2cc(-c3cc(C)cc(C)c3O)n[nH]2)c1	0.1%
CN(CCc1ccccc1)C(=O)c1ccc(NC(=O)Cc2ccc(NC(=O)C3CCCN(C(=O)c4ccccc4)C3)cc2)cc1 (stereo not given)	0.3%
COCCn1c(SCC(=O)N2CCCC2)nnc1-c1ccco1	0.5%
O=C(c1ccc2nc[nH]c2c1)N1CCN(c2cccc(Cl)c2)CC1	-0.3%
Cc1cc(NC(=O)COc2ccc(C)c(C)c2)no1	0.6%
OCC[C@@H]1C[C@@H](O)[C@H](O)[C@@]2(CCc3ccccc3CO2)O1	4.5%
Cc1cc(C(C)(C)C)cc(C)c1COC(=O)CN1C(=O)NC2(CCCC2)C1=O	0.4%[50 µM]
Nc1nonc1-n1nnc(C(=O)N/N=C/c2cc(Br)ccc2O)c1CNc1ccccc1	-0.1%
CNC(=O)/C(=C\c1ccco1)NC(=O)c1ccco1	0.9%
CCN(CC(=O)Nc1ccc(NC(C)=O)cc1)C(=O)c1cccc(Oc2ccccc2)c1	1.1%[50 µM]
O=C1c2ccccc2-c2cccnc21	0.1%
COc1ccc(/C=C(/NC(=O)c2ccccc2)C(=O)NCCCn2ccnc2)cc1OC	0.2%
O=C1Cc2ccccc2C(c2c(Cl)cccc2Cl)N1 (stereo not given)	0.5%
CCC(=O)Nc1nnc(S(=O)(=O)N(CC)c2ccc(OC)cc2)s1	1.5%[50 µM]
CCc1ccccc1NC(=O)CN(C)C(=O)Cn1cnc2ccc(Cl)cc2c1=O	-0.1%[50 µM]
COC(=O)/C=C1/SC(=NC(=O)c2ccc(OC)cc2)NC1=O	0.1%
O=C(Oc1ccccc1)c1ccccc1	-1.1%
COc1ccc(NC(=O)N(C)C[C@H]2Oc3ccc(NC(=O)CCC(F)(F)F)cc3C(=O)N([C@H](C)CO)C[C@@H]2C)cc1	0.0%
COc1ccccc1C(=O)Nc1cccc2nc(C)ccc12	1.6%
C/C=C1\COC(C(=O)NCCN2CCCC2)(C(F)(F)F)C=C1C=C1CCCCC1 (stereo not given)	2.6%
CN(CC(=O)Nc1ccccc1Br)C(=O)c1ccccc1Sc1ccccc1C#N	0.0%[50 µM]
O=C1CC2(CCN(C(=O)c3ccc([N+](=O)[O-])cc3)CC2)Oc2ccccc21	-0.2%[50 µM]
Cc1cc(C(=O)N/N=C/c2ccc(-c3cccc([N+](=O)[O-])c3)o2)n[nH]1	0.2%
O=C1c2cccnc2C(=O)N1Cc1ccc(S(=O)(=O)N2CCOc3ccccc32)cc1	0.0%
N#CN=C(c1ccccc1)c1ccccc1	0.0%
CCOC(=O)N1CCC(N2CCN(c3ccccc3)CC2)CC1	0.3%

Three of the compounds above, bar-delimited.
SMILES | UTI89 phage lysis
O=C(Oc1ccccc1)c1ccccc1 | -1.1%
CCOC(=O)N1CCC(N2CCN(c3ccccc3)CC2)CC1 | 0.3%
COc1ccccc1C(=O)Nc1cccc2nc(C)ccc12 | 1.6%

(list continues)
SMILES	UTI89 phage lysis
COc1ccc(CC(=O)OCC(=O)N2CCCc3ccccc32)cc1OC	0.5%[50 µM]
Cc1ccc(NC(=O)COC(=O)c2ccc(CN3CCCC3=O)cc2)cc1C	0.2%[50 µM]
COc1ccc(NC(=O)COc2ccc(C(=O)c3ccc(F)cc3)cc2)cc1S(N)(=O)=O	2.1%
CCN(C(=O)CSc1nc2n[nH]c(C)c2c(=N)n1-c1ccc(Cl)c(C)c1)c1cccc(C)c1	0.4%
CCNC(=S)N1CCN(c2nc(-c3ccc(F)cc3)cs2)CC1	0.4%
CC(=O)c1cccc(NC(=O)C2=CC(c3ccc4c(c3)OCO4)=NS(=O)(=O)N2C)c1	2.9%
O=C(Nc1cccc2ccccc12)NC1CCCCC1O (stereo not given)	0.2%
Cc1cccc(NC(=O)/C(C#N)=C/c2ccc[nH]2)c1C	0.7%[50 µM]
Cc1cc(C)c2oc(C(=O)NCc3ccccc3)cc(=O)c2c1	-0.2%
CCc1ccc(S(=O)(=O)Nc2ccc(-c3ccc4nnc(C)n4n3)cc2)s1	-0.1%[50 µM]
O=c1oc(-c2ccccc2Br)nc2ccccc12	0.2%
CCOc1cc(C(=O)O)ccc1OCCOc1ccccc1	0.1%
CCOc1ccc(S(=O)(=O)Nc2cccc(C(=O)N3CC(C)OC(C)C3)c2)cc1 (stereo not given)	0.8%[50 µM]
Cc1ccc(CC(=O)O/N=C(\N)c2ccncc2)cc1	0.1%
CCc1ccc(-n2cnc3cc(C(=O)NCC(OC)OC)ccc32)cc1	0.2%
CCc1ccc(C(=O)NNC(=O)c2cccc(N3C(=O)CCC3=O)c2)cc1	0.8%[50 µM]
CN(c1ccccc1)S(=O)(=O)c1cccc(C(=O)NCCc2c[nH]c3ccccc23)c1	0.4%
Cc1cc(C)c(/C=N/NC(=O)c2nnn(-c3nonc3N)c2CN2CCC(C)CC2)c(C)c1	0.6%
C/C(=N\N1CCN(c2ccccc2)CC1)c1ccc(O)cc1	0.3%
CCOC(=O)C1(Cc2cccc(Cl)c2)CCCN(C(=O)c2c(CC)noc2C)C1 (stereo not given)	0.1%
Cc1cccc(OCc2nnc(SCC(=O)NC3CCCC3)n2C)c1	1.7%
Fc1ccc(-c2ccc(NCCN3CCOCC3)nn2)cc1	1.0%
Cc1ccc(N2CC(NS(=O)(=O)c3cccs3)CC2=O)cc1C (stereo not given)	0.3%[50 µM]
CN1CCN(S(=O)(=O)c2cccc(C(=O)N(C)Cc3cccs3)c2)CC1	1.1%[50 µM]
COc1ccc(CNC(=O)Cn2nc(C)c3c(C)n(-c4ccc(C)cc4)nc3c2=O)cc1OC	1.3%
O=C(CNC(=O)c1ccccc1Br)N/N=C\c1cc([N+](=O)[O-])cc(Br)c1O	-0.3%
O=C(Nc1ccc(O)cc1)c1ccc2c(c1)C(=O)N(Cc1ccccc1)C2=O	0.3%
N#Cc1cccc(C(=O)Nc2ccc(S(=O)(=O)Nc3nccs3)cc2)c1	0.1%[50 µM]
COc1cc(C(=O)NC2CCN(Cc3ccccc3)CC2)cc(Cl)c1OC	0.2%
CCc1ccc(OCC(=O)OC(C)C(=O)Nc2ccc(Cl)cn2)cc1 (stereo not given)	-0.4%[50 µM]
Cc1ccc(C)c(N(C(=O)CNC(=O)c2ccco2)C(C(=O)NC2CCCCC2)c2cccnc2)c1 (stereo not given)	0.1%
CC(=O)OCC(=O)C1(O)CCC2C3CCC4=CC(=O)C=CC4(C)C3C(=O)CC21C (stereo not given)	4.0%
COc1ccc(S(=O)(=O)N2CCN(CC(=O)N3CCc4ccccc4C3)CC2)cc1OC	0.0%[50 µM]
N#Cc1ccc(Oc2cccc3cccnc23)c([N+](=O)[O-])c1	0.3%
Cc1[nH]c(=O)c(C#N)c(C)c1CCC(=O)NCc1cccc(C(F)(F)F)c1	-0.1%
COc1ccc(/C=C(\NC(=O)c2ccccc2)C(=O)N2CCN(C)CC2)cc1	0.5%
CC(C)(C)n1nc2c(c1NC(=O)c1ccc([N+](=O)[O-])cc1)CS(=O)(=O)C2	-0.1%
COc1ccc(CN(C)C(=O)c2ccc(NS(=O)(=O)c3ccc(C)c([N+](=O)[O-])c3)cc2)c(OC)c1OC	0.2%[50 µM]
CCCCCN(C(=O)CCC(=O)OCc1cccc(C(F)(F)F)c1)c1c(N)n(CCCC)c(=O)[nH]c1=O	0.6%
CN(C(=O)COC(=O)c1cc(F)c(F)cc1Cl)c1ccccc1	0.7%
Cc1ccc(NC(=O)C(C)Sc2nnc(C3CC3)n2C2CC2)cc1S(=O)(=O)N1CCOCC1 (stereo not given)	0.6%[50 µM]
COc1ccc(NC(=O)CNC(=O)c2nn(-c3ccc(OC)cc3OC)c(=O)c3ccccc23)c(OC)c1	1.2%
Cc1sc2nc(SCC(=O)NCCCO)n(-c3ccccc3)c(=O)c2c1C	0.1%
O=C1NC[C@H](c2ccccc2)OC(=O)[C@@H](Cc2ccc(F)cc2)C/C=C\C[C@H]1CC(=O)N(CCO)Cc1ccccc1	0.2%
CCc1ccccc1NC(=O)C1=CC(c2ccc(OC)c(OC)c2)=NS(=O)(=O)N1C	-0.1%
C=CCN(C(=O)CCC(=O)Nc1cc(C)on1)C(C(=O)NC1CCCC1)c1ccc(OC)c(OC)c1 (stereo not given)	0.3%
CCc1ccccc1NC(=O)NCc1cccnc1	2.5%[50 µM]
CCCCn1c(N)c(N(CC(C)C)C(=O)c2cc(Cl)nc3ccccc23)c(=O)[nH]c1=O	2.0%[50 µM]
CNC(=O)c1sc(NCc2ccccc2OC)nc1C	0.1%
CC(=O)Nc1c2c(nn1-c1cccc(Cl)c1)CS(=O)(=O)C2	0.7%
Going on with the list:
SMILES	UTI89 phage lysis
COc1ccc(CCC(=O)N2CCN(c3ccc(OC)cc3)CC2)cc1	2.1%[50 µM]
COCCn1c(N)c(Sc2ccc(C)cc2)c(=O)[nH]c1=O	0.0%
COc1ccccc1CC(=O)c1ccccc1OC	0.0%
COC(=O)c1c(NC(=O)C(C)C)sc(C(=O)N2CCOCC2)c1C	0.3%
NC(=O)CC(NC(=O)c1ccccc1)c1ccc(N2CCCCCCC2)c([N+](=O)[O-])c1 (stereo not given)	1.6%
O=C(C=Cc1ccccc1Cl)c1ccccc1	1.7%
O=C(CC1C(=O)NCCN1Cc1cccc(F)c1)NCCCN1CCCC1=O (stereo not given)	0.1%
COc1ccccc1C(=O)Nc1cccc(NC(=O)c2ccccc2OC)n1	0.1%
Cc1ccc(/C=N\NC(=O)c2ccc3c(c2)OCO3)o1	0.2%
CN(C)N(C(=O)c1cc(-c2cccs2)nn1-c1ccccc1)C1CCS(=O)(=O)C1 (stereo not given)	0.5%[50 µM]
COc1cc(CN2CCN(Cc3ccco3)CC2)cc(OC)c1	0.2%
CCOC(=O)CSc1nc2c(c(=O)[nH]c(=O)n2C)n1Cc1ccccc1	0.3%
CC(=O)N1CCOc2ccc(S(=O)(=O)Nc3cccc(C)n3)cc21	2.0%
Cn1c(CC(=O)Nc2ccccc2F)nnc1SCC(=O)Nc1ccccc1Br	1.6%
CC12CCC3C(=CCc4cc(O)ccc43)C1CC(=NO)C2O (stereo not given)	-0.8%
COc1ccccc1N1CCN(C(=O)c2ccc(-c3ccccc3)cc2)CC1	-0.2%[50 µM]
C#CCOCCOCCOCCNc1nc(N2CCN(C(=O)CCCCCCCCCCNC(=O)[C@H](CCCCN)n3cc(CCO)nn3)CC2)nc(N2CCN(C(=O)CCCCCCCCCCNC(=O)[C@H](CCCCN)n3cc(CCO)nn3)CC2)n1	-1.2%
O=C(c1ccco1)N1CCN(c2ccc([N+](=O)[O-])cc2F)CC1	0.0%
COc1ccc(C2=CC(=O)CC(c3ccc(F)cc3)C2)cn1 (stereo not given)	-2.0%
CC(NC(=O)CCC(=O)N1CCCCCC1)c1ccccc1 (stereo not given)	0.0%
CCOC(=O)NC1=NCC(C)(C)S1	1.7%
CCN(C(=O)CN1C(=O)/C(=C/c2ccccc2)SC1=S)C1CCS(=O)(=O)C1 (stereo not given)	-0.1%
CC(C)(C)c1ccc(C(=O)NCCC(=O)Nc2ccc(S(=O)(=O)Nc3nccs3)cc2)cc1	-2.0%[50 µM]
OCCN1CCN(CC/C=C2/c3ccccc3Sc3ccc(Cl)cc32)CC1	?
COc1ccc(NC(=O)CN2CCN(CC#N)CC2)cc1	-0.8%

In the list so far, 13 have a Cl atom:
SMILES	UTI89 phage lysis
O=C(Nc1cccnc1)c1cccc(S(=O)(=O)Nc2cccc(Cl)c2)c1	-0.3%[50 µM]
O=C(c1ccc2nc[nH]c2c1)N1CCN(c2cccc(Cl)c2)CC1	-0.3%
O=C1Cc2ccccc2C(c2c(Cl)cccc2Cl)N1 (stereo not given)	0.5%
CCc1ccccc1NC(=O)CN(C)C(=O)Cn1cnc2ccc(Cl)cc2c1=O	-0.1%[50 µM]
CCN(C(=O)CSc1nc2n[nH]c(C)c2c(=N)n1-c1ccc(Cl)c(C)c1)c1cccc(C)c1	0.4%
CCOC(=O)C1(Cc2cccc(Cl)c2)CCCN(C(=O)c2c(CC)noc2C)C1 (stereo not given)	0.1%
COc1cc(C(=O)NC2CCN(Cc3ccccc3)CC2)cc(Cl)c1OC	0.2%
CCc1ccc(OCC(=O)OC(C)C(=O)Nc2ccc(Cl)cn2)cc1 (stereo not given)	-0.4%[50 µM]
CN(C(=O)COC(=O)c1cc(F)c(F)cc1Cl)c1ccccc1	0.7%
CCCCn1c(N)c(N(CC(C)C)C(=O)c2cc(Cl)nc3ccccc23)c(=O)[nH]c1=O	2.0%[50 µM]
CC(=O)Nc1c2c(nn1-c1cccc(Cl)c1)CS(=O)(=O)C2	0.7%
O=C(C=Cc1ccccc1Cl)c1ccccc1	1.7%
OCCN1CCN(CC/C=C2/c3ccccc3Sc3ccc(Cl)cc32)CC1	?
